LDHA block – blocks human lactate dehydrogenase A; activity change, % (values are at about 110 or 230 µM); purified LDHA, NADH/diaphorase-resazurin fluorescence; stronger effect = lower value; 0.15% of 480,000 active; in the data active = activity change below about -30%; inconclusive = mostly about -25% to -30%;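 note: plate controls were DMSO wells for no effect and wells without enzyme for full effect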
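Remaining NADH was detected by diaphorase (0.133 mg/mL) converting 37 µM resazurin to fluorescent resorufin, read at 0 and 20 minutes. The preceding 5-minute room-temperature reaction used 2 nM LDHA, 0.2 mM sodium pyruvate and 0.06 mM NADH at pH 7.4.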
Glioma ERSR ind – ER stress response induction in glioma | Potency, µM, for the others: at the highest dose activation, actives largely listed as activators | 0.02% of 420,000 active | AID 602332 | U87-MG GRP78 promoter luciferase reporter, 16 h; note: potency is the fitted concentration of half-maximal effect; series mostly up to about 76 µM; % of control where 0% means no effect; nearly all actives have a fitted effect of over 35% in size
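Stably transfected U87-MG human glioma cells carrying a GRP78-based luminescent sensor were seeded at 1000 cells/well, pin-dosed with compounds and incubated 16 h. Luciferase reagent was then added, and end-point luminescence was read after 10 min at room temperature.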
BLM helicase inh – inhibitors of human Bloom syndrome helicase BLM; recombinant BLM DNA unwinding, fluorescence dequenching; Potency, µM (highest dose often 56.1 µM), for inactives: top-dose activity change, negative = inhibition, hits mostly inhibitors; AID 2528; 0.2% of 350,000 active;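 note: potency is the fitted concentration of half-maximal effect; plate controls were vehicle for no effect and no enzyme for full effect; nearly all actives have a fitted effect of over 35% in size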
POLI inh – blocks human DNA polymerase iota activity | Q9UNA4 | Pol iota fluorescent replication assay, 10 min | Potency, µM (highest dose often 115 µM), for the others: at the highest dose activity, negative = inhibition, actives largely listed as inhibitors | 1% of 390,000 active | AID 588590; note: potency is the fitted concentration of half-maximal effect
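Fluorescent replication assay read twice, at 0 min and 10 min after adding 50 nM (final) substrate. Enzyme (10 nM) and compounds were first incubated 15 min at room temperature; enzyme-free buffer wells were negative controls.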
Pol eta inh – inhibitors of human DNA polymerase eta. Q9Y253. recombinant Pol eta, fluorescent DNA replication assay. Potency, µM (doses to about 114 µM), inactives show at the highest dose activity change, negative = inhibition, hits mostly inhibitors. 1.2% of 390,000 active; note: potency is the fitted concentration of half-maximal effect; % is set by controls: 0 for no effect and ±100 for the full control effect
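Pol eta (10 nM) was preincubated with compounds for 15 min at room temperature, after which fluorescent replication substrate (50 nM final) was added to start the reaction. Fluorescence was read kinetically at 0 and 10 min.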
POLK inh – blocks human DNA polymerase kappa activity; AID 588579; Potency, µM (top dose mostly 107 µM), for the others: at the top dose activity, negative = inhibition, hits mostly inhibitors; purified Pol kappa, fluorescent DNA synthesis assay, 10 min; 0.53% of 400,000 active; note: potency is the fitted concentration of half-maximal effect; % is set by controls: 0 for no effect and ±100 for the full control effect
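Inhibition of 10 nM Pol kappa is measured by a fluorescent read-out at 0 and 10 min following addition of 50 nM substrate (final), with a 15-min room-temperature compound preincubation.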
Anesthetic bind – candidate novel general anesthetic via apoferritin binding; AID 485281; P02791; 0.074% of 350,000 active; Potency, µM (series often up to 77.5 µM), for inactives: top-dose activity change, negative = displacement, hits mostly inhibitors; apoferritin/1-aminoanthracene competitive binding, fluorescence; note: potency is the fitted concentration of half-maximal effect; % is set by controls: 0 for no effect and ±100 for the full control effect; nearly all actives have a fitted effect of over 20% in size
Target sequence (P02791 2-175 limits assumed): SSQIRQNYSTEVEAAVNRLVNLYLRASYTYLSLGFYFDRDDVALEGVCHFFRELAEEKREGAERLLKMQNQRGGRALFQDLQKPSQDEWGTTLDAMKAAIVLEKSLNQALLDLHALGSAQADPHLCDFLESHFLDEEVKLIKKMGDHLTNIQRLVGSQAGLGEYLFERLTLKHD
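Steps: apoferritin (10 uM) was premixed with half-saturated 1-AMA in PBS, compounds were pin-transferred, plates stood 10 min at room temperature, fluorescence was read at 380/535 nm, and curves were fitted with a Hill equation.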
APE1 inh – blocks human APE1 abasic DNA cleavage; P27695; recombinant APE1, TAMRA/BHQ-2 abasic DNA cleavage fluorescence; Potency, µM (top dose mostly 65.8 µM), without a hit: at the highest dose activity change, negative = inhibition, actives largely listed as inhibitors; 0.35% of 350,000 active; AID 2517;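 note: potency is the fitted concentration of half-maximal effect; plate controls were vehicle for no effect and reference inhibitor for full effect; nearly all actives have a fitted effect of over 55% in size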
Target sequence (P27695 whole entry, looked up): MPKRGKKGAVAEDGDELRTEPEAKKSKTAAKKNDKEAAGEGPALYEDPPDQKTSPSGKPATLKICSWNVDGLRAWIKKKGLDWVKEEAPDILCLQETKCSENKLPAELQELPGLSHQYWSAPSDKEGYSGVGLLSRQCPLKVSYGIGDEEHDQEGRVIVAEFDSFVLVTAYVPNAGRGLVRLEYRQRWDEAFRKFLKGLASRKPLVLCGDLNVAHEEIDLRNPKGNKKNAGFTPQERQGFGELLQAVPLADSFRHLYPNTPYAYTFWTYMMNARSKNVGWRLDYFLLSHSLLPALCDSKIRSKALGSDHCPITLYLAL
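0.75 nM APE1 + cpd, 15 min RT; start w/ 50 nM TAMRA/BHQ-2 THF-abasic dsDNA; kinetic fluor 525/598 nm ×3 reads @60 s; Δ(read3−read1); normalized to DMSO and NSC13755 control wells.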
Pol beta inh – inhibitors of human DNA polymerase beta; P06746; 1.3% of 340,000 active; Potency, µM (series often up to 114 µM), for inactives: at the top dose activity change, negative = inhibition, actives largely listed as inhibitors; Pol beta primer extension/strand displacement, fluorescence kinetic; note: potency is the fitted concentration of half-maximal effect; % is set by controls: 0 for no effect and ±100 for the full control effect
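Preincubation: enzyme (10 nM) with compound, 15 min, RT. Reaction: substrate added to 50 nM final. Reads: 0 and 10 min. Analysis: normalized, Hill fit.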
The depositor's hits bear a star; u = inconclusive; x = not tested or not shown; & = joins results of further samples; [ ] = another dose, or the depositor's remark. Unless noted, calls come from the whole dose curve; as a rule, active = well fitted curve in the direction sought with a large enough effect; inconclusive = small, poorly fitted or top-dose-only effect, or another doubt; inactive = no such curve, though single readings can be large; an effect the other way counts as inactive or inconclusive.

Below each SMILES: LDHA block, Glioma ERSR ind, BLM helicase inh, POLI inh, Pol eta inh, POLK inh, Anesthetic bind, APE1 inh, Pol beta inh
> COc1cccc(CN2CC(C(=O)NC3CCC(O)CC3)CCC2=O)c1 (stereo not given)
→ -1, -1%, 0%, 15%, -3%, -11%, -7%, -11%, 15%
> O=C(COc1ccccc1F)Nc1nnc(SCc2cc(=O)n3ccccc3n2)s1
→ -6, -3%, 2%, 6%, 3%, -8%[60.1 µM], -6%, x, 7%
> CC(=O)c1cccc(NC(=O)N2CCCC2C(=O)NCc2ccc(C)cc2)c1 (stereo not given)
→ -6, 1%, 1%, 27%, -12%, -12%, -10%, 0%, 0%
> COc1ccccc1N1CCN(C(=O)c2ccco2)CC1
→ -7, -1%, -2%, -18%, -10%, 7%, 1%, 11%, 50%
> Cc1cccc(C(=O)NC2CCN(S(=O)(=O)c3ccc(F)cc3)CC2)c1
→ -1, -5%, -2%, 17%, -19%, 3%, -5%, 16%, 20%
> C=CC[C@@H]1C=C[C@H](O/N=C(\C)CCN2CCCc3nc(C)c(C)cc32)[C@H](CO)O1
→ x, -5%, 0%[12.4 µM], x, x, x, 28%[15.3 µM], u, x
> O=C(Nc1cccc(F)c1F)C1CCN(c2ncccn2)CC1
→ 0, -2%, -1%, 13%, -18%, -5%, 1%, x, 2%
> O=C(NC(=S)Nc1cccc([N+](=O)[O-])c1)C1CCCCC1
→ -3, 8%, -5%, 47%[activator], -22%, -7%, -9%, -8%, 3%
> Cn1c(=O)c2c(nc(CN3CCc4ccccc4C3)n2CC(=O)c2ccccc2)n(C)c1=O
→ 10, 1%, x, 111%[activator], -4%, -17%, x, x, x
> O=C(Nc1cccc(Cl)c1)c1cc(-c2ccco2)on1
→ -10, -3%, -6%, 31%[activator], -17%, 6%, -7%, 3%, u
> Cc1cccn2c(=O)c(C(=O)NCCCN3CC(C)CC(C)C3)c(O)nc12 (stereo not given)
→ 12, -1%, x, 33%[activator], -8%, 0%, x, 28%, x
> CC(C)CC(NC(=O)C1CCC(C)CC1)C(=O)Nc1cccnc1 (stereo not given)
→ 0, -5%, -1%, 11%, 1%, -2%, 2%, -2%, 16%
> O=C1CCc2cc(S(=O)(=O)Nc3ccc(C(F)(F)F)cc3)cc3c2N1CC3
→ 1, -4%, x, -17%, -6%, -2%, x, -36%, x
> CC(=O)Nc1ccc(S(=O)(=O)N(C)Cc2cnn(C)c2)cc1
→ -3, -4%, -4%, 22%, -7%, -12%, -2%, 17%, 41%
> COc1ccc(C(=O)N2CCCC(Nc3ccc(C)c(C)c3)C2)cc1 (stereo not given)
→ 2, -3%, -2%, 36%, -19%, -5%, u, 15%, 8%

Following part.
Below each SMILES: LDHA block, Glioma ERSR ind, BLM helicase inh, POLI inh, Pol eta inh, POLK inh, Anesthetic bind, APE1 inh, Pol beta inh
> CCOC(=O)N1CCC(NC(=O)c2cnn(-c3cccc(C)c3)c2C2CCN(C(=O)OC(C)(C)C)CC2)CC1
→ -1, -3%, 0%, 0%, 8%, 4%, -11%, x, 27%
> CC(=O)Nc1nc2c(c3c1c(=O)oc1ccccc13)CCCCC2
→ x, x, -4%, x, x, x, -12%, 9%, 36%
> O=C(NC1CCCCC1)N1CCCC(c2nc3ccccc3[nH]2)C1 (stereo not given)
→ -3, -7%, -1%, -18%[58.9 µM], -11%, 2%, -5%, 3%, 0%
> COc1cc2[nH]ccc(=O)c2cc1OC
→ 0, -6%, 1%, -12%, -1%, 11%, 1%, 0%, 7%
> COc1cccc(CN2CCN(Cc3ccc(O)cc3)CC2CCO)c1 (stereo not given)
→ -6, -4%, -1%, 8%, -4%, 0%, -9%, 0%, -26%
> C/C(N)=C(/C#N)C(=O)CSc1n[nH]c(-c2cccs2)n1
→ -1, 4%, -5%, 57%[activator], -9%, 0%, -3%, -4%, 2%
> COc1ccc(NS(=O)(=O)c2cc(NC(=O)c3ccc(=O)[nH]n3)ccc2N2CCOCC2)cc1
→ -13, -1%, x, -9%, -18%, -5%, x, -20%, x
> O=C1c2cccnc2C(=O)N1Cc1ccc(Cl)cc1
→ -10, -2%, -5%, 12%, 5%, u, u, 2%, -2%
> O=C(NCCc1ccccc1)c1ccc(-c2ccccc2Cl)o1
→ -5, 3%, -4%, 12%, -13%, -20%, 2%, -6%, 15%
> COc1ccccc1C(=O)n1nc(-c2ccco2)nc1N
→ -5, 3%, -2%, 6%, -2%, -10%, 6%, 0%, 65%
> Cc1ccc(Cn2ncc3c(N4CCCC4)ncnc32)cc1
→ -4, 6%, -2%, 9%, -5%, 0%, -2%, 0%, -25%
> COc1ccc(NC(=O)COC(=O)c2cc(=O)c3ccccc3o2)cc1OC
→ 2, -3%, x, 3%, -9%, -6%, x, 38%, x
> CN(Cc1ccccc1)S(=O)(=O)c1nnc(NC(=O)c2ccccc2)s1
→ -1&0, -5%&-3%, -2%&-1%, 30%&33%, -2%&-16%, 1%&-6%, 1%&74%, 35%, 26%&-16%
> COc1ccc(CCNC(=O)CSc2nnc(-c3cccc(F)c3)o2)cc1OC
→ -3, -3%, 1%, 11%, -11%, -1%, -12%, 3%, 26%
> COc1ccccc1NC(=O)Cn1cc(C(=O)c2ccco2)c2ccccc21
→ -2, 0%, -9%, -6%, -11%, -14%, -7%, -7%, 0%

Carrying on:
Below each SMILES: LDHA block, Glioma ERSR ind, BLM helicase inh, POLI inh, Pol eta inh, POLK inh, Anesthetic bind, APE1 inh, Pol beta inh
> COc1ccc(CNC(=O)C2CCNCC2)cc1
→ -5, -4%, -4%, 15%, 7%, -13%, -1%, -3%, 2%
> c1ccc(Cn2nnc3c(N4CCc5ccccc5C4)ncnc32)cc1
→ -4, -1%, -9%, 4%, -11%, -8%, -17%, -1%, 0%
> O=C(CCN1C(=O)C2CCCCC2C1=O)Nc1cc([N+](=O)[O-])ccc1Cl (stereo not given)
→ -3, -4%, x, 22%, -9%, 8%, x, 41%, x
> Cc1nnc(SCC(=O)NCCN2C(=O)CSC2=O)s1
→ -1, -16%, 1%, 29%, -10%, -6%, -5%, -3%, -15%
> COc1ccc(Nc2nc(C)cc(C)c2C(N)=O)cc1OC
→ 2, 0%, 1%, 10%, -6%, 16%, -6%, 14%, 33%
> CCOC(=O)c1c(C)[nH]c(C)c1-c1ccccc1OC
→ -4, -3%, 0%, 11%, -11%, -4%, -10%, 0%, -1%
> COc1ccc(CCNC(=O)CCCCn2c(=O)c3ccccc3n(CC(=O)Nc3ccccc3C)c2=O)cc1OC
→ -3, -1%, -7%, 15%, -8%, 16%, -1%, x, 2%
> COc1ccc(/C=N/NC(=O)CCc2c(C)n[nH]c2C)cc1O
→ 0, -2%, 2%, 12%, 6%, -3%, 1%, 9%, 0%
> COCc1ccccc1C1=CC(=O)C[C@H](c2ccc(OC)cc2)C1
→ 0, -3%, x, -1%, -12%, 12%, x, 21%, x
> Cn1cccc1Cc1nnc(SCC(=O)N2CCN(c3ccccc3)CC2)n1-c1ccc(F)cc1
→ -4, -4%, -8%, 18%, -16%, -10%, -10%, -10%, 7%
> CC(=O)c1c(C)n(-c2ccc(Cl)cc2)c2ccc(OC(=O)COc3ccccc3)cc12
→ -3, -1%, -6%, 3%, -7%, 9%, 7%, x, 5%
> COc1ccc(OC)c(/C=C/C(=O)OCC(=O)NCc2ccco2)c1
→ -5, -2%, x, 26%, -18%, 2%, x, 8%, x
> Cc1c(C(=O)NCc2cccc(Cl)c2)sc2ncnc(N(C)C3CCCCC3)c12
→ 3, -3%, -8%, 19%, -18%, -9%[60.1 µM], -9%, x, 1%
> Clc1ccc(OCCn2cnc(Cl)c2Cl)cc1
→ -13, -7%, -7%, 21%, -31%, -2%, -7%, 1%, 30%
> CC1(C)CC(N(Cc2ccccc2)C(=O)Cc2ccccc2)CCO1 (stereo not given)
→ -1, -5%, -2%, 25%, -20%, 5%, -11%, -2%, 27%
> COC(C[C@H]1O[C@H]1[C@@H](O)[C@H](C)OCc1ccccc1)OC
→ -2, -3%, -2%, 54%[activator], -10%, 17%, 6%, -3%, 6%
> COc1ccccc1C(CC(=O)Nc1nccs1)c1ccco1 (stereo not given)
→ -4, 4%, -4%, u, -3%, -8%, -13%, 0%, -13%
> COc1ccc(CCNc2nc3cc(OC)c(OC)cc3c3nc(-c4cccnc4)nn23)cc1OC
→ -8, -3%, -5%, 7%, -22%, 6%, 5%, x, u

Structures shown so far containing a nitro group on carbon, in the order listed:
Below each SMILES: LDHA block, Glioma ERSR ind, BLM helicase inh, POLI inh, Pol eta inh, POLK inh, Anesthetic bind, APE1 inh, Pol beta inh
> O=C(NC(=S)Nc1cccc([N+](=O)[O-])c1)C1CCCCC1
→ -3, 8%, -5%, 47%[activator], -22%, -7%, -9%, -8%, 3%
> O=C(CCN1C(=O)C2CCCCC2C1=O)Nc1cc([N+](=O)[O-])ccc1Cl (stereo not given)
→ -3, -4%, x, 22%, -9%, 8%, x, 41%, x

Compounds listed so far with an aryl thioether with sulfur outside any ring, in the order listed:
Below each SMILES: LDHA block, Glioma ERSR ind, BLM helicase inh, POLI inh, Pol eta inh, POLK inh, Anesthetic bind, APE1 inh, Pol beta inh
> O=C(COc1ccccc1F)Nc1nnc(SCc2cc(=O)n3ccccc3n2)s1
→ -6, -3%, 2%, 6%, 3%, -8%[60.1 µM], -6%, x, 7%
> C/C(N)=C(/C#N)C(=O)CSc1n[nH]c(-c2cccs2)n1
→ -1, 4%, -5%, 57%[activator], -9%, 0%, -3%, -4%, 2%
> COc1ccc(CCNC(=O)CSc2nnc(-c3cccc(F)c3)o2)cc1OC
→ -3, -3%, 1%, 11%, -11%, -1%, -12%, 3%, 26%
> Cc1nnc(SCC(=O)NCCN2C(=O)CSC2=O)s1
→ -1, -16%, 1%, 29%, -10%, -6%, -5%, -3%, -15%
> Cn1cccc1Cc1nnc(SCC(=O)N2CCN(c3ccccc3)CC2)n1-c1ccc(F)cc1
→ -4, -4%, -8%, 18%, -16%, -10%, -10%, -10%, 7%

A portion of the library, so the mix of outcomes need not match the whole.
